# OX1R antag-1 – antagonists of human orexin 1 receptor (OX1R); O43613; OX1R-expressing cells, FRET antagonist read-out; inhibition, % at 6.6 µM; 330,000 compounds, 1.8% hits; AID 485270; in the data active = inhibition mostly above about 38%, no sharp cut-off; inactive = mostly below about 40%;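 also: 0% = agonist challenge alone and 100% = reference antagonist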
# Target sequence (O43613 whole entry, looked up): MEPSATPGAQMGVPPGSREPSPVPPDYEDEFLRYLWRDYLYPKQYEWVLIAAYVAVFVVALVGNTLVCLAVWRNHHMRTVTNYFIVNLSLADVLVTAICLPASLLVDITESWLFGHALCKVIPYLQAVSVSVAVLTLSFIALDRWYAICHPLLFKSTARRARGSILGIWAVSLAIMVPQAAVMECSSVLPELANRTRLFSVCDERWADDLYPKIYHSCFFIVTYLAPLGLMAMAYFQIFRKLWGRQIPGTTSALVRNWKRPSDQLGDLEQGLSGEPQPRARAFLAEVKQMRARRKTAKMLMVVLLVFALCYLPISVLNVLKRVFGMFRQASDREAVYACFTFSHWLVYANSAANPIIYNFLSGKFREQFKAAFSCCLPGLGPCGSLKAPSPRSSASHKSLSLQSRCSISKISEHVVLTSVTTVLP
# OX1R antag-2 – antagonists of human orexin 1 receptor; O43613; CHO/OX1R cells, Fluo-8 calcium fluorescence, orexin A; inhibition, % at 5 µM; 330,000 compounds, 0.43% hits; AID 434989;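 active = inhibition above its plate's threshold, mean inhibition of all tested compounds on the plate plus 3 SD, cut at about 37% in these data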;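 also: 0% = orexin A challenge wells and 100% = SB-334867-A antagonist wells; not every result past the cut was called active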
# CHT PAM – human CHT allosteric activation. Q9GZV3. CHT-expressing cells, membrane potential dye, choline EC20; stronger effect = higher value; LV-AA mutant CHT in HEK293 cells. B-score at 10 µM. 310,000 compounds, 0.49% hits;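 active = initial fluorescence not abnormally high and integrated response B-score, plate-corrected, over 3 SD above library mean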
# Target sequence (Q9GZV3 whole entry, looked up): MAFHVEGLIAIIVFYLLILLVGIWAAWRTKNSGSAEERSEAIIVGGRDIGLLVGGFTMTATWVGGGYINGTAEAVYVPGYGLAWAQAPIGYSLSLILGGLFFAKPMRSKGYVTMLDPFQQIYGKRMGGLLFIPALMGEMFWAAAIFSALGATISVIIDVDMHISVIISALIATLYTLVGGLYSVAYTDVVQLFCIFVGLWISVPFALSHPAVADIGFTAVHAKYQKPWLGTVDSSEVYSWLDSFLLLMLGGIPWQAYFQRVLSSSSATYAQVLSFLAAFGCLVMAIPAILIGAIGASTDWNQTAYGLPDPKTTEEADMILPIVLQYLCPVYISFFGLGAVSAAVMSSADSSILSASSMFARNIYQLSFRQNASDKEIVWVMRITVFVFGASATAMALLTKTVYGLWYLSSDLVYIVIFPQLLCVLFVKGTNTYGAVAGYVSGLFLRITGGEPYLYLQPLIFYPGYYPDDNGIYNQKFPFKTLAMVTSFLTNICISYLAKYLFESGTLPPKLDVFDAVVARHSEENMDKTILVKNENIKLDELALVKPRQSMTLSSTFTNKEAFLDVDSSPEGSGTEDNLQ
# Active calls of the source: *; i = inactive; x = no result given.
SMILES,OX1R antag-1,OX1R antag-2,CHT PAM
COc1ccc(Cl)cc1S(=O)(=O)N1CCCC(C(=O)NCCc2ccccc2)C1 (stereo unspecified),16,-31,i
CCOC(=O)C1=NN(c2ccc(F)cc2)C2=NC(C)=C(C(=O)OC)C(c3cccs3)N12 (stereo unspecified),10,-15,i
COc1ccc(CCNC(=O)C2CCCN(S(C)(=O)=O)C2)cc1OC (stereo unspecified),8,9,i
Cc1c(C(=O)N2CCCCC2)sc(NC(=O)C(C)C)c1C#N,4,-12,i
COC(=O)CSC1=C(C#N)C(c2ccccc2OC)C(C(=O)OC)C(=O)N1 (stereo unspecified),20,-30,i
CNC(=O)C1C2C=CC3(O2)C1C(=O)N(C1CC1)C3C(=O)NCc1ccc(OC)cc1 (stereo unspecified),23,-10,i
CCc1ccc(NC(=O)C2CCN(S(=O)(=O)c3c(C)noc3/C=C/N(C)C)CC2)cc1,4,6,i
COc1ccc(C=NCC2COc3ccccc3O2)cc1OC (stereo unspecified),10,-4,i
COc1ccc(S(=O)(=O)N2CCC(C(=O)N3CCCCC3)CC2)cc1,3,-3,i
COc1ccc(/C=N/n2cnn(Cc3ccccc3Cl)c2=S)cc1,22,-25,i
CC(C)NC(=O)NC(=O)COC(=O)C1(C)CC1(Cl)Cl (stereo unspecified),6,-13,i
Cn1c(SCC(=O)c2ccccc2)nnc1-c1ccccn1,2,-22,i
CCc1c(C)nc2ncnn2c1N1CCC(C(=O)NCc2cccs2)CC1,13,-29,i
COc1cccc(OCc2nnc(SCC(=O)NCc3ccco3)n2CCc2ccccc2)c1,9,-36,i
Cc1ccc(C(=O)CSc2nnc(C)s2)cc1,7,-6,i
COC(=O)c1ccc(C)c(NC(=O)C2CC(=O)N(C3CCCC(C)C3C)C2)c1 (stereo unspecified),4,-2,x
CN(Cc1ccccc1F)C(=O)C(Cc1ccccc1)NC(=O)c1ccccc1 (stereo unspecified),45,-7,i
O=C(CN1CCC(Cc2ccccc2)CC1)NC(=O)NCc1ccco1,11,-34,i
Cc1cc(=O)n2c(-c3ccc(Cl)cc3)csc2n1,11,-10,i
COCCCn1c(SCC(=O)OC2CCCCC2)nnc1-c1cccs1,1,-18,i

# 5 compounds from above, ordered by heavy-atom count, low to high.
SMILES,OX1R antag-1,OX1R antag-2,CHT PAM
Cc1cc(=O)n2c(-c3ccc(Cl)cc3)csc2n1,11,-10,i
CC(C)NC(=O)NC(=O)COC(=O)C1(C)CC1(Cl)Cl (stereo unspecified),6,-13,i
Cn1c(SCC(=O)c2ccccc2)nnc1-c1ccccn1,2,-22,i
COc1ccc(/C=N/n2cnn(Cc3ccccc3Cl)c2=S)cc1,22,-25,i
CN(Cc1ccccc1F)C(=O)C(Cc1ccccc1)NC(=O)c1ccccc1 (stereo unspecified),45,-7,i

# Next section.
SMILES,OX1R antag-1,OX1R antag-2,CHT PAM
CCOc1cc(C(=O)N=c2sccn2C)cc(Br)c1OC,14,-38,i
CCCCN(CCCC)C(=S)N/N=C/c1c(C)[nH]n(-c2ccccc2)c1=O,24,-29,i
CC[C@]1(C(=O)OC)[C@H]2C(=O)N(Cc3ccccc3)C(=O)[C@H]2[C@H]2CN=C(SCc3ccccc3)N21,10,-6,x
c1ccc(C[n+]2c(-c3ccccc3)csc2Nc2ccccc2)cc1,21,-26,i
Cn1cc(CN2CCC(C(O)c3cccs3)CC2)c(-c2ccccc2F)n1 (stereo unspecified),10,-15,i
CC(=O)O/N=C(/C)c1ncc(C(F)(F)F)cc1N1CCOCC1,0,9,i
Fc1ccc(CSc2nnc(CN3CCOCC3)n2-c2ccccc2)c(Cl)c1,13,-33,i
COc1ccc(OC)c(NC(=O)C2CCCN(S(C)(=O)=O)C2)c1 (stereo unspecified),0,-2,i
CCCC1=Nc2cc(C(=O)NCCCOC(C)C)ccc2Sc2ccccc21,36,14,i
Cc1ccc(C(=O)NNc2ncnc3ccccc23)cc1,22,-11,i
Cc1cccc(C)c1N1C(=O)CC(N(O)c2ccccc2)C1=O (stereo unspecified),32,-5,i
Cc1ccc(NC(=S)N(CCCN2CCN(C)CC2)Cc2cccs2)cc1,14,-25,i
O=C(NCc1cccc(Cl)c1)C1CCCO1 (stereo unspecified),10,13,i
COC(CNC(=O)c1coc2nc3ccccc3nc12)OC,39,7,i
Cn1cc(SCC(=O)Nc2ccc3c(c2)OCO3)c2ccccc21,15,-13,i
O=C(NCCCn1cccn1)C1CCC(=O)N(Cc2ccccc2F)C1 (stereo unspecified),8,-3,i
C/C(CCc1ccccc1)=N/NC(=O)C(=O)NCc1ccccc1,15,-10,i
COc1cccc(C(=O)NNC(=O)c2ccccc2-n2cccc2)c1,24,-9,i
COc1ccccc1N1CCN(/N=C\c2ccc(C)o2)CC1,20,-29,i
O=C(Cn1c(=O)oc2ccccc21)Nc1ccccc1C(F)(F)F,-5,-19,i
CN(CC(=O)Nc1cccc(F)c1)C(=O)C1=COCCO1,19,-4,i
Cc1ccc(N(CN2CCCC2=O)C(=O)c2ccc(OC(C)C)cc2)cc1,5,-30,i
Cc1ccc(C(=O)Nc2ccc(N3CCOCC3)nc2)cc1,13,-8,i
COC(=O)CNC(=O)CN1C(=O)N(c2ccc(Cl)cc2)C(N(O)C(=O)Nc2ccc(Cl)cc2)C1(C)C (stereo unspecified),13,-33,i
CCNC(=O)COC(=O)CCC(=O)c1ccc(F)cc1,7,-13,i
CC(C)(C)S(=O)(=O)/C(C#N)=C/Nc1ccccn1,8,-1,i
Cc1nn(Cc2ccc(F)cc2)c(C)c1NC(=O)c1cc(-c2ccc3c(c2)OCO3)on1,4,-9,i
CN(Cc1ccccc1)S(=O)(=O)c1ccc2c(c1)NC(=O)CC(=O)N2,10,-9,i
Cc1ccc(S(=O)(=O)NC2=NCN(C3CCN(Cc4ccccc4)CC3)CN2)cc1,13,-6,i
CC1CCCN(CC(=O)NC(=O)NC2CCCCC2)C1 (stereo unspecified),8,-13,x
COCCCNC(=O)C1CCC(CNS(=O)(=O)c2ccc3c(c2)CC(C)N3C(=O)C2CC2)CC1 (stereo unspecified),7,-8,i
COCCn1c(SCC(=O)Nc2cc(C)on2)nnc1C(C)C,2,3,i
CC(C)(/C=N/O)/[N+]([O-])=C/c1ccccc1C(F)(F)F,12,3,i
CC1(c2ccc(OC(F)F)cc2)NC(=O)N(/N=C/c2c(O)ccc3ccccc23)C1=O (stereo unspecified),14,1,i
Cc1ccc(CNC(=O)c2ccc(CS(=O)(=O)c3ccccc3)o2)cc1,1,-24,i
CC(=O)Nc1cccc2c1OCCO2,6,1,i
CC1(C)N=C(/C=N/O)CN1O,5,-12,i
CN(CC(=O)Nc1ccc(N2CCOCC2)cc1)C(=O)c1ccc(O)c(Cl)c1,10,-1,i
CC(Oc1ccc(S(=O)(=O)N2CCCC2)cc1[N+](=O)[O-])C(=O)N(C)c1ccccc1 (stereo unspecified),15,-27,i
Cc1noc(C)c1NC(=O)Nc1cccc2c1O[C@@H](CN(C)Cc1ccc3c(c1)OCO3)[C@@H](C)CN([C@H](C)CO)C2=O,8,4,x

# Fetched by structure from the entries so far:
SMILES,OX1R antag-1,OX1R antag-2,CHT PAM
CC1(C)N=C(/C=N/O)CN1O,5,-12,i
CC(=O)Nc1cccc2c1OCCO2,6,1,i

# New compounds follow.
SMILES,OX1R antag-1,OX1R antag-2,CHT PAM
COc1cc(/C=N/NC(=O)c2ccc(-n3cccc3)cc2)ccc1O,12,-20,i
CCCCCCNc1nc(NCc2ccco2)nc(OCC)n1,24,-39,i
O=C(NCCCN1CCN(CCCNC(=O)c2cccc([N+](=O)[O-])c2)CC1)c1cccc([N+](=O)[O-])c1,44,-3,i
CC1(C)Cc2c(sc(NC(=O)C(=O)N3CCOCC3)c2C#N)CO1,10,4,i
O=C(CN(Cc1ccc2c(c1)OCO2)C(=O)CNC(=O)c1ccco1)NC1CCCCC1,19,-20,i
NC(=S)Nc1nc2ccccc2s1,-1,-8,i
CC(C)(C)SCCNC(=O)Nc1ccccc1,3,-8,i
CCN=C(NCC)SC1CC(=O)N(c2ccc(OC)cc2)C1=O (stereo unspecified),22,-25,i
O=C(CCc1nc2ccccc2c(=O)[nH]1)Nc1cc(C(F)(F)F)ccc1N1CCOCC1,15,-25,i
N#CC1=C2N=C(N)c3ccccc3N2C2=C(C(=O)CCC2)C1c1ccc(F)cc1 (stereo unspecified),15,-24,i
COc1ccc(CNC(=O)COC(=O)/C=C/c2cccs2)cc1,8,-27,i
Cc1cc(NC(=O)COC(=O)C2CCN(S(=O)(=O)c3ccccc3)CC2)c([N+](=O)[O-])cc1C,18,-20,i
COc1ccc(C(=O)Nc2nnc(S(=O)(=O)N3CCOCC3)s2)cc1,9,-20,i
COc1cc(/C=C2\OC(=O)c3c(OC)cccc32)ccc1O,79*,-14,i
O=[N+]([O-])c1ccc(C(=S)N2CCC(Cc3ccccc3)CC2)cc1,12,-10,i
O=C(CC(=O)N/N=C/c1ccccc1)NCc1ccccc1,17,9,i
CCc1ccc2c(c1)/C(=N/OC)C(=O)N2,30,-3,i
Cc1cc(OCC(=O)c2ccc(F)cc2)ccc1N1C(=O)CCC1=O,16,5,i
C[C@H]1CN([C@@H](C)CO)C(=O)c2cccc(NC(=O)Nc3ccc(C(F)(F)F)cc3)c2O[C@@H]1CN(C)S(=O)(=O)c1ccccc1,-9,30,x
O=C(C1CCC(CNS(=O)(=O)c2ccccc2)CC1)N1CCCCC1 (stereo unspecified),-2,-6,i
Cc1cc(C)c(/C=C(\C#N)C(N)=S)c(C)c1,12,-18,i
NS(=O)(=O)c1ccc(CCNC(=O)c2ccc(C(=O)c3ccccc3)cc2)cc1,3,-13,i
Cc1ccc(/C=c2\sc3nc(-c4ccccc4Br)nn3c2=O)o1,3,-2,i
Cc1ccc(CN2C(=O)N/C(=C/c3cc(C)n(-c4ccccn4)c3C)C2=O)cc1,15,-16,i
C/C(=N\NC(=O)c1ccccc1)c1c(C)[nH]n(-c2ccccc2)c1=O,5,6,i
Cc1ccccc1NC(=O)Cc1cn(C)c2ccccc12,19,-15,i
Cc1ccc(NC(=O)C2C(c3ccccc3)C2(Cl)Cl)c(C)c1 (stereo unspecified),77*,10,i
COc1ccccc1CN1CCSCC1,24,-12,i
COc1cccc(NS(=O)(=O)c2ccc3c(c2)NC(=O)C(C)C(=O)N3)c1 (stereo unspecified),2,7,i
C=CCNC(=O)C(C#N)c1nc2ccccc2nc1N1CCCCCC1 (stereo unspecified),30,-23,i
CC1(C)CC(=O)C=C(Nc2ccc(C(=O)O)c(O)c2)C1,20,5,i
O=C(COC(=O)Cc1ccsc1)Nc1cccc(Cl)c1,-1,2,x
O=C(Nc1cnn(Cc2ccc(F)cc2)c1)c1cc(-c2ccco2)on1,22,-14,i
COc1ccccc1-c1ccc2nnc(SCC(=O)N3CCCC3)n2n1,26,-30,i
CC1Cc2nc(SCC(=O)OCc3ccccc3)n(C)c(=O)c2S1 (stereo unspecified),16,-28,i
COc1ccc(S(=O)(=O)N(C)C)cc1NC(=O)CSc1nnc(-c2cccnc2)o1,11,7,i
O=C(COC(=O)c1ccc2ncsc2c1)NC(=O)c1ccccc1,13,-10,i
Cc1ccc(N(CC(=O)NCc2ccc(F)cc2)C(=O)CCC(=O)Nc2ccccn2)cc1C,14,-25,i
Cc1cc(C(=O)N2CCN(CCc3ccccc3)CC2)no1,11,-10,i
CCOC(=O)N1CCN(C(=O)c2ccc3c(=O)n(-c4ccc(OC)cc4)c(=S)[nH]c3c2)CC1,10,-21,i
CN(Cc1ncc[nH]1)Cc1cn(-c2ccccc2)nc1-c1ccc2c(c1)OCO2,12,-26,i
CCCOc1ccc(C(=O)NCc2cccnc2)cc1,-2,-11,i
Cc1ccc(O)c(C(=O)c2cc(C#N)c(=O)n(-c3nccs3)c2)c1,7,30,i
Cc1ccc(C(=O)COC(=O)CCC(=O)Nc2cccc(Cl)c2)cc1[N+](=O)[O-],23,-14,i
COc1ccccc1C(=O)COC(=O)c1ccccc1OCC(=O)Nc1ccc(SC(F)F)cc1,8,-21,i
O=C(NCCc1ccccc1)C(c1ccncc1)N(C(=O)c1csnn1)C1CC1 (stereo unspecified),22,-27,i
COc1ccc(CN(C)C(=O)c2cccc(NS(=O)(=O)c3ccccc3)c2)cc1F,20,-24,i
C/C(Cl)=C/Cn1c(SCCN2CCOCC2)nc2c1c(=O)[nH]c(=O)n2C,23,-21,i
Cn1c2ccc(F)cc2c2ncn(Cc3ccco3)c(=O)c21,5,-15,i
Cc1ccc2cccc(Oc3ncnc4scc(-c5ccccc5)c34)c2n1,19,-13,i
c1ccc(-c2n[nH]c(-c3ccccc3)c2-c2nc3ccccc3[nH]2)cc1,17,-31,i
Cc1csc(NC(=O)c2cc(-c3ccco3)nc3ccccc23)n1,4,-16,i
O=C(c1cccs1)N1N=C(c2ccc(O)cc2)CC1c1ccccc1 (stereo unspecified),15,-6,i
CCOc1ccc(Cn2nnc(C(=O)NCc3ccc(OC)cc3)c2N)cc1,15,4,i

# Compounds from the list above that have a tert-butyl group (two):
SMILES,OX1R antag-1,OX1R antag-2,CHT PAM
CC(C)(C)S(=O)(=O)/C(C#N)=C/Nc1ccccn1,8,-1,i
CC(C)(C)SCCNC(=O)Nc1ccccc1,3,-8,i

# 2 entries from above, reformatted.
molecule	OX1R antag-1	OX1R antag-2	CHT PAM
COc1ccccc1C(=O)COC(=O)c1ccccc1OCC(=O)Nc1ccc(SC(F)F)cc1	8	-21	i
O=C(NCCc1ccccc1)C(c1ccncc1)N(C(=O)c1csnn1)C1CC1 (stereo unspecified)	22	-27	i
